NCF1 inh: blocks human p47phox regulatory protein of NADPH oxidases; inhibition, % at 24.7 µM; 220,000 tested, 0.53% active; AID 1274; p47phox/p22phox peptide binding, fluorescence polarization, 2 h;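 active means inhibition above about 30%, limit read from the data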;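 further: 0% = p47phox with labelled peptide and 100% = labelled peptide alone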
Runt-SMMHC FRET: inhibitors of human RUNX1 Runt domain binding to CBFb-SMMHC; Q01196+Q13951; Cerulean-Runt/Venus-CBFb-SMMHC FRET ratio 530/480, 1 h; inhibition, % at 20 µM; 220,000 tested, 0.74% active; AID 1434;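 active means mean inhibition across duplicate retests at 20 µM reaching about 50%, limit read from the data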;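 further: 0% = DMSO wells and 100% = wells with excess untagged CBFb-SMMHC; inhibitors lower the FRET ratio by blocking Runt binding to CBFb-SMMHC; some results filed as inactive read as strong as hits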
EBV gp42 block: blocks Epstein-Barr virus glycoprotein 42 binding; Q1HVG2; Fluorescence polarization binding assay, mP read-out; inhibition, % (tested at 21.74 µM); 220,000 tested, 0.42% active; AID 1085; in the data active means inhibition above about 50%
m-calpain inh: calpain II (pig) inhibition; AID 1236; purified calpain II, fluorogenic peptide substrate, 30 min; inhibition, % at 16 µM; 220,000 tested, 0.37% active;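 active means inhibition above about 50%, limit read from the data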
Furin inh: inhibitors of human furin. P09958. purified furin, fluorogenic substrate cleavage. inhibition, % at 30 µM. 220,000 tested, 0.061% active; in the data active means inhibition above about 25%; further: inactives centre near -15
TbHK1 inh: T. brucei hexokinase 1 inhibition; recombinant TbHK1, G6PDH-coupled NADH A340; inhibition, % at 10 µM; 220,000 tested, 0.11% active;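 active means inhibition of 50% or more in the single-dose primary screen; inactive means inhibition below 50%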
Runt-CBFb FRET: blocks binding of human RUNX1 Runt domain to CBFb | Cerulean-Runt/Venus-CBFb FRET ratio 530/480, 1 h | inhibition, % at 20 µM | Q01196+Q13951 | AID 1496 | 220,000 tested, 0.46% active;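 active means inhibition over about 50% at 20 µM in the single-dose screen, limit read from the data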;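 further: 0% = DMSO wells and 100% = excess unlabeled CBFb competitor control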
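test system = Cerulean-Runt domain fusion protein, energy donor | probe or stimulus = Venus-CBFb binding partner, 100 nM | incubation = two 1 h room-temperature incubations shielded from light | detection = fluorescence energy transfer, 422 nm excitation, 530/480 nm emission | measure = loss of energy transfer signal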
RBBP9 inh: blocks human serine hydrolase RBBP9; recombinant RBBP9, FP-Rh probe fluorescence polarization; O75884; inhibition, % at 7.94 µM; 220,000 tested, 0.2% active;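 active means inhibition above the campaign mean of all tested compounds plus 3 SD, cut at about 14% in these data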;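 further: plate controls were DMSO wells with RBBP9 for no effect and wells lacking RBBP9 protein for full effect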
Target sequence (O75884 whole entry, looked up): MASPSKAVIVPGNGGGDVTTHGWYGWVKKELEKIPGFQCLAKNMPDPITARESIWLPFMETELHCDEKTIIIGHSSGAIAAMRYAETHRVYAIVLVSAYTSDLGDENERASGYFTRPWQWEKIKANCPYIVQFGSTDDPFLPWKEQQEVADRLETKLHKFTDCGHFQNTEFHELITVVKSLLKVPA
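Test system – recombinant human RBBP9 · Input – RBBP9 2.5 µM in dispensing solution, pre-mixing · Medium – Tris buffer pH 8.0, NaCl, Pluronic · Schedule – preincubation 30 min plus labeling 45 min at 25 °C · Measured by – fluorescence polarization · Measure – % inhibition · Controls – DMSO and no-protein wells · Replicates – one well per compound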
p97 inhibitor: human p97 ATPase inhibition; 220,000 tested, 0.42% active; recombinant p97 ATPase, Kinase-Glo ATP luminescence, 3 h; inhibition, % at 8 µM; P55072; in the data active means inhibition above about 15%;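 further: 0% = DMSO vehicle and 100% = wells lacking enzyme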
Target sequence (P55072 whole entry, looked up): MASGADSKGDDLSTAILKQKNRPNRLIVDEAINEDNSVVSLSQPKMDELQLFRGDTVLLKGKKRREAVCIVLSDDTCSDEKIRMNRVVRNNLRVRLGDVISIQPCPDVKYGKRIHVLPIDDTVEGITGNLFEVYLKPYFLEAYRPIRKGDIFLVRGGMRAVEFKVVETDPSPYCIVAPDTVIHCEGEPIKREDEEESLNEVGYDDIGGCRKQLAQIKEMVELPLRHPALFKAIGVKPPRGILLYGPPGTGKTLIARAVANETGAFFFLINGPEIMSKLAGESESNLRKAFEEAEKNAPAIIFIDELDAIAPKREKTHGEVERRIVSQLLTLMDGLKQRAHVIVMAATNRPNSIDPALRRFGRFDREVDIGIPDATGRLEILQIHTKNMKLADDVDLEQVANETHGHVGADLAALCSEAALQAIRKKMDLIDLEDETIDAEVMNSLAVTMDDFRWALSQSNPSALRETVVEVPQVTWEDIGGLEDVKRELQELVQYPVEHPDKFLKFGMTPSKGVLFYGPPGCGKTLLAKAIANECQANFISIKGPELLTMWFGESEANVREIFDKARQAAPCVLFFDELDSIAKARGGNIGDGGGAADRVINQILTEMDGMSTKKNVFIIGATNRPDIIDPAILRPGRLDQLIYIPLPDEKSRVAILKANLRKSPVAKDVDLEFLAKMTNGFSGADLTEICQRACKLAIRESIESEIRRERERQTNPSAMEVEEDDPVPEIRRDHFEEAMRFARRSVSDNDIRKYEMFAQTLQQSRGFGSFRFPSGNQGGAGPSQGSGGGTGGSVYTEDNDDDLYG
* hit, by the source's call; i = inactive; . = not tested or not shown; [ ] = another dose, or the depositor's remark. No enrichment for hits; any-hit rate near 2.7%.

SMILES	NCF1 inh	Runt-SMMHC FRET	EBV gp42 block	m-calpain inh	Furin inh	TbHK1 inh	Runt-CBFb FRET	RBBP9 inh	p97 inhibitor
CC(C)N1CCN(Cc2cccc3nonc23)CC1CCO (stereo not drawn)	-10	2	-7	1	-24	-1	2	-8	-2
COc1ccccc1-c1nnc(NC(=O)C2=COCCO2)o1	-4	0	1	24	-7	-9	2	-8	-1
O=C(NCc1ccccc1)c1ccc(OC2CSC2)cc1	1	-2	-1	-2	-8[20 µM]	1	1	-10	-7
Cc1ccc(NS(=O)(=O)c2cc(N)ccc2Cl)c(C)c1	-10	-6	-32	5	-10	-5	4	-6	2
COc1cccc(CNC(=O)c2ccc3nc[nH]c3c2)c1	6	-11	-3	1	-5	67*	1	-11	5
Cc1ccccc1N1CC(O)(c2cccs2)[N+]2=C1CCCC2 (stereo not drawn)	6	1	-6	-4	-23	1	0	-9	-2
Cc1ccc(C(c2sc3ncnn3c2O)N2CCC(C)CC2)cc1 (stereo not drawn)	-4	6	-13	4	-33	-4	-1	-1	0
CC(C)OC(=O)C(C#N)c1nc2ccccc2nc1N1CCCC1 (stereo not drawn)	-8	4	5	-48	3	0	5	-9	-3
COC(=O)c1ccc2nc(C)cc(Nc3ccccc3C)c2c1	-10	-1	-18	-5	-27	-25	1	1	1
COc1ccc(-c2cc(C(F)(F)F)nc(S(=O)(=O)CCC(=O)N3CCOCC3)n2)cc1	-7	-2	-14	i	16[20 µM]	-32	4	3	-1
O=C(COC(=O)Cc1cccc(C(F)(F)F)c1)Nc1cccc2ccccc12	-3	2	9	-4	-18	3	0	-5	0
O=C(Nc1ccn(Cc2ccc(F)cc2)n1)c1ccncc1	-1	-2	-3	-20	-1	4	1	-11	-4
Cc1cc(C)c(S(=O)(=O)NCCn2c(C)cc3ccccc32)c(C)c1	-48	-34	1	-21	-28	3	-10	-3	1
CC(=O)Nc1ccc(S(=O)(=O)N[C@@H](C)C(=O)Nc2ccc(N3CCOCC3)cc2)cc1	-14	-1	-9	25	-15[20 µM]	-1	0	-15	-6
CN(C)CCCOc1cccc(Oc2ccccc2)c1	-8	-2	4	8	-27	-1	2	0	3
Cc1ccc(O)c(N=Nc2ccc(S(=O)(=O)N3CCCC3)cc2)c1	-4	3	-2	-20	-21	-15	-2	-5	-3
O=C1C2C(c3ccccc3)C=CC(c3ccccc3)C2C(=O)N1c1ccccn1 (stereo not drawn)	-9	-5	14	5	-33	1	-4	-5	2
COc1ccc(OCC(O)Cn2c(=N)n(CCN3CCOCC3)c3ccccc32)cc1 (stereo not drawn)	-8	1	-18	-3	-9	2	-1	-4	7
COc1ccc(CNC(=O)c2c(C)cc(=O)oc2C)cc1OC	-2	3	1	21	-26	6	3	-4	1
CC1(C)SC[C@H](C(=O)Nc2cccc(Cl)c2)N1C=O	7	0	-4	-11	-9	-12	2	-6	-1

Record cards, from the list above. Order of screens: NCF1 inh | Runt-SMMHC FRET | EBV gp42 block | m-calpain inh | Furin inh | TbHK1 inh | Runt-CBFb FRET | RBBP9 inh | p97 inhibitor
Cc1ccc(O)c(N=Nc2ccc(S(=O)(=O)N3CCCC3)cc2)c1 is listed as -4 | 3 | -2 | -20 | -21 | -15 | -2 | -5 | -3
COc1ccc(OCC(O)Cn2c(=N)n(CCN3CCOCC3)c3ccccc32)cc1 (stereo not drawn) is listed as -8 | 1 | -18 | -3 | -9 | 2 | -1 | -4 | 7
Cc1ccc(C(c2sc3ncnn3c2O)N2CCC(C)CC2)cc1 (stereo not drawn) is listed as -4 | 6 | -13 | 4 | -33 | -4 | -1 | -1 | 0
Cc1ccc(NS(=O)(=O)c2cc(N)ccc2Cl)c(C)c1 is listed as -10 | -6 | -32 | 5 | -10 | -5 | 4 | -6 | 2
O=C(NCc1ccccc1)c1ccc(OC2CSC2)cc1 is listed as 1 | -2 | -1 | -2 | -8[20 µM] | 1 | 1 | -10 | -7

Following part:
SMILES	NCF1 inh	Runt-SMMHC FRET	EBV gp42 block	m-calpain inh	Furin inh	TbHK1 inh	Runt-CBFb FRET	RBBP9 inh	p97 inhibitor
Fc1ccc(C(c2nnnn2C2CCCC2)N2CCN(Cc3ccncc3)CC2)cc1 (stereo not drawn)	-3	0	-13	-58	-19	-1	-2	-2	4
CN(C)c1cccc(N=C2C=C(N3CCOCC3)CC(C)(C)C2)c1	-15	3	-40	-9	-14[20 µM]	-42	-10	-2	3
O=C(O)c1cccc(NC(=S)NC(=O)C(c2ccccc2)c2ccccc2)c1	-8	2	0	-54	-14	3	-4	-2	4
CC(C)CN1CCC(=O)N([C@H](CSc2ccc(Br)cc2)Cc2ccccc2)CC1	-6	2	-10	23	-29	9	0	.	.
CCC(C)NC(=O)CSc1nc2c(sc(=S)n2Cc2ccco2)c(=O)n1-c1ccccc1 (stereo not drawn)	-1	-2	-9	-16	-19[20 µM]	4	1	-5	-4
CCOc1ccccc1/C=N/NC(=O)c1cccc(S(=O)(=O)N2CCOCC2)c1	2	-4	13	5	-17	-19	-1	-7	-1
CCC(=O)c1ccc(OCc2ccc(C(=O)OC)o2)c(OC)c1	-15	0	-6	-20	-11	6	0	-6	-3
O=C1CSc2nc3ccccc3n21	-22	2	-27	-7	-19[20 µM]	1	-1	-9	4
COc1ccc(C(=O)NC(=S)NNC(=O)CNC(=O)C2CCCCC2)cc1	-13	4	-17	-46	-12	-2	10	-2	5
COc1ccc(CNC(=O)CCn2c(=O)[nH]c3ccccc3c2=O)cc1	-9	3	-18	-22	-29	1	1	-7	3
Cc1cccn2c(NC(=O)c3cccs3)c(-c3ccccc3)nc12	-22	3	-10	-8	-21	-7	-1	-8	0
COc1c(Cl)cccc1-c1cn2ccccc2n1	-7	0	-13	-63	-34	-13	1	-12	-25
CCc1cccc(C)c1NC(=O)CSc1nc(-c2ccccc2F)nc2nc[nH]c12	-21	-4	-6	-2	-5	20	-2	-2	-1
Cc1ccc(S(=O)(=O)NCC(=O)NCc2ccncc2)cc1	3	-5	-3	3	-24[20 µM]	11	-1	3	1
COc1ccc(CCNC(=O)Cn2cccc2C(=O)c2ccccc2)c(OC)c1	-15	3	-11	-8	-22	-4	-2	3	-2
NC(=O)C1(c2ccccc2)CCC(=O)N1c1ccccc1 (stereo not drawn)	-6	0	-1	-3	-19	7	0	-4	-6
COc1ccc(/C=N/NC(=O)C2C(C=C(Cl)Cl)C2(C)C)c(OC)c1 (stereo not drawn)	6	2	20	24	-4	-16	1	-4	-1
CC1CCN(S(=O)(=O)c2ccc(NC(=O)N3c4ccccc4Sc4ccccc43)cc2)CC1	-49	0	-9	-13	-16	-19	3	-4	1
O=C(CCCn1c(=O)[nH]c2ccsc2c1=O)N1CCCCC1	5	4	-1	0	-17	-3	-2	-4	4
CC(=O)OC[C@H]1O[C@H](CCO/N=C(\C)CCN2CCCc3nc(C)c(C)cc32)C=C[C@@H]1OC(C)=O	-18	2	10	-251	-19	-6	-3	-2	-1

Fetched by compound from above:
SMILES	NCF1 inh	Runt-SMMHC FRET	EBV gp42 block	m-calpain inh	Furin inh	TbHK1 inh	Runt-CBFb FRET	RBBP9 inh	p97 inhibitor
COc1ccc(CNC(=O)CCn2c(=O)[nH]c3ccccc3c2=O)cc1	-9	3	-18	-22	-29	1	1	-7	3
CN(C)c1cccc(N=C2C=C(N3CCOCC3)CC(C)(C)C2)c1	-15	3	-40	-9	-14[20 µM]	-42	-10	-2	3

(further entries)
SMILES	NCF1 inh	Runt-SMMHC FRET	EBV gp42 block	m-calpain inh	Furin inh	TbHK1 inh	Runt-CBFb FRET	RBBP9 inh	p97 inhibitor
CC(SCc1ccccc1)C(=O)Nc1ccccc1-c1ccccc1 (stereo not drawn)	-11	-3	5	25	-7	38	-2	-12	-6
CCNC(=S)NNC(=O)CCn1cc(C)cn1	2	0	3	13	-6	-1	0	4	-2
CCSc1nnc(NC(=O)C(Cc2ccccc2)n2cccc2)s1 (stereo not drawn)	-13	3	-5	-29	-19	-1	0	-6	8
Cc1cc(=O)oc2cc(OCC3CC(c4ccccc4Cl)=NO3)ccc12 (stereo not drawn)	3	1	-17	17	-16[20 µM]	-5	0	-4	-4
C=CCc1cccc2cc(C(=O)N(CC)CC)c(=O)oc12	-13	-2	-10	-17	1	-7	-4	-5	-2
Cc1cccc[n+]1CC(=O)N1c2ccccc2Sc2ccccc21	-5	0	-8	-1	-19	8	0	-3	-1
CNC(=O)c1sc(-c2ccccc2)nc1C	-4	2	-14	-21	-17[20 µM]	-6	2	-4	1
CC(NC(=O)c1ccc(Br)cc1)c1ccccc1 (stereo not drawn)	-5	1	-6	-11	-10	6	-2	-4	3
CCOc1ccc(C(=O)Cc2ccc3oc(C(=O)O)cc3c2)c(O)c1	-6	4	-12	-6	-15[20 µM]	-7	-2	-8	-4
CC(NC(=O)C1CCC(C(C)(C)C)CC1)C(c1ccccc1)N1CCOCC1 (stereo not drawn)	-21	0	-12	3	-9	-1	-6	3	2
COc1ccc(CCN(Cc2cccs2)S(=O)(=O)c2ccc(C(=O)O)cc2)cc1OC	4	-5	10	-36	-21	-6	-1	-1	4
Cc1nc2cc(-c3ccccc3)nn2c(C)c1CCC(=O)NC(C)c1ccc2c(c1)OCCO2 (stereo not drawn)	-2	1	6	-71	-9	-11	-1	-9	-2
O=C(NC1CCCCC1)N(C1=NCCCCC1)c1ccc(Br)cc1	2	1	15	18	-19	-1	0	-9	-2
COc1ccc(CCNC(=O)COC(=O)c2cc(OC)c(OC)cc2OC)cc1	-8	4	-14	-5	-13	-2	-2	-4	5
O=C1NC(C(F)(F)F)(C(F)(F)F)N=C2SC=CN12	-9	-4	-4	1	-18	7	1	-9	1
COC(=O)c1ccc(-c2nc(-c3cccs3)no2)cc1	-9	-1	-24	11	-15	-5	0	2	-1
COCc1cc(C)nc2sc(C(=O)OC)c(N)c12	-5	-6	-12	-83	-7[20 µM]	-6	-2	4	-4
CC(=O)/C(N=Nc1cc(C)ccc1O)=C(\C)O	-25	-17	-75	-104	-24	-1	3	-7	3
CCn1c(C(C)NC(=O)c2ccc(Cl)cc2)n[nH]c1=S (stereo not drawn)	-1	15	-9	-26	-28	-5	5	-6	-1
COc1ccc(CNC(=O)C2CCCN(c3nccc(C)n3)C2)cc1 (stereo not drawn)	-11	4	-10	-31	-2[20 µM]	-2	1	-1	0
CC(=O)Nc1ccc(C(=O)OCC(=O)NCc2ccc(Cl)cc2)cc1	-11	-2	-25	29	-18	5	0	-12	1
O=C(CSc1nnc(CCCN2C(=O)c3cccc4cccc(c34)C2=O)n1-c1ccccc1)N1CCN(CCO)CC1	-6	-5	10	1	0	-22	-2	-9	-7
CC(C)(C)NC(=O)C(c1ccc(OCC(N)=O)cc1)N(C(=O)c1cccnc1)C1CC1 (stereo not drawn)	-15	1	-19	2	-17	2	-4	-8	2
COCCn1c(SCC(=O)Nc2ccc3c(c2)CCC3)nc2ccccc2c1=O	-9	-8	-2	-18	-5	36	-10	3	6
Cc1c(NC(=O)c2coc(=O)c(Br)c2)c(=O)n(-c2ccccc2)n1C	-11	-8	-14	-14	-5[20 µM]	-25	-3	-1	5
Cn1cc(C(=O)c2ccc(Cl)cc2Cl)cc1C(=O)N/N=C(\N)COc1ccccc1	-4	5	-5	6	-9[20 µM]	-3	-1	0	3
CCCNC(=S)N1CCC(NC(=O)C23CC4CC(CC(C4)C2)C3)CC1	-5	-2	-18	-8	-15[20 µM]	0	-1	-6	0
CCOC(=O)CN1C(=O)N[C@@H](c2ccc(Br)cc2)C(C(C)=O)=C1C	-6	4	-13	-9	-18	1	-2	-9	6
O=C(O)CCC(=O)Nc1cc(C(F)(F)F)cc(C(F)(F)F)c1	18	-3	-15	2	-15	-3	-1	6	11
CCN(CC)CCNc1ccnc2cc(Cl)ccc12	2	-2	3	-12	8[20 µM]	-18	2	-4	-1
